# AGP1-GFP MLPCN – modulators of TOR pathway AGP1-GFP in S. cerevisiae. AID 2066. S. cerevisiae AGP1-GFP multiplex flow cytometry, 3 h; GFP as percent of DMSO wells. GFP response vs DMSO, % at 10 µM. 320,000 tested, 0.02% active;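 active = GFP response relative to DMSO above a set limit, near screen average plus 3 SD, cut at about 150% in these data; inconclusive = fewer than 70 cells counted for the yeast strain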;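 note: median GFP channel fluorescence of the gated AGP1 strain per well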
# Yeast superoxide – yeast age-related superoxide inhibition as caloric restriction mimetic; S. cerevisiae aged cells, superoxide DHE fluorescence; stronger effect = lower value; superoxide response (% of plate mean), % at 10 µM; 330,000 tested, 0.18% active; AID 2690;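 active = superoxide response under a set limit, about three screen SD below normal, cut at about 65% in these data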;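 note: yeast aged for seven days with compound at 30 °C before DHE staining; 100% = average MFI of all compound-treated wells on the plate with controls excluded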
# CIT2 TOR yeast – yeast TOR pathway CIT2-GFP modulation; 320,000 tested, 0.065% active; GFP response vs DMSO, % at 10 µM; S. cerevisiae CIT2-GFP strain, flow cytometry, 3 h; 100 means same as DMSO wells;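 active = GFP response relative to DMSO above a set limit, near the screen mean plus 3 SD, cut at about 150% in these data; inconclusive = Fewer than 70 cells measured for a yeast strain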;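 note: ratio of well median GFP fluorescence to mean of DMSO wells on the plate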
# MCL1 BIM primary – disrupts human MCL1 binding to BIM-BH3 peptide | Q07820 | GST-MCL1 / FITC-Bim-BH3 fluorescence polarization | inhibition, % at 10.9 µM | 320,000 tested, 0.68% active | AID 2057;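 active = inhibition above the mean inhibition of all tested compounds plus 3 SD, set per campaign, cut at about 40% in these data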;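 note: 0% = DMSO wells and 100% = unlabeled Bim-BH3 peptide control; higher means more loss of mP so more displacement of Bim peptide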
# MEX-5 binding – C. elegans MEX-5 TCR-2 RNA binding activity. Q9XUB2. MEX-5/FITC-TCR2 RNA binding, fluorescence polarization; stronger effect = lower value. activity score (negative = inhibition of binding), % at 10 µM. 300,000 tested, 0.38% active. AID 1832;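 active = inhibition past about -25% in most replicates, and total fluorescence under double the plate's negative control median, limit read from the data; inconclusive = replicates evenly split on the limit, or fluorescence at least double controls; inactive = too little inhibition in most replicates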;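 note: 0% = DMSO and -100% = 5 µM competing unlabeled TCR2 RNA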
# VLA-4 inh – inhibition in a human VLA-4 binding assay | P13612 | inhibition, % (about 7 µM as worked out from the volumes in the protocol) | AID 2557 | VLA-4 expressing cells, ligand binding flow cytometry | 330,000 tested, 0.2% active; in the data active = inhibition above about 50%
# Target sequence (P13612 whole entry, looked up): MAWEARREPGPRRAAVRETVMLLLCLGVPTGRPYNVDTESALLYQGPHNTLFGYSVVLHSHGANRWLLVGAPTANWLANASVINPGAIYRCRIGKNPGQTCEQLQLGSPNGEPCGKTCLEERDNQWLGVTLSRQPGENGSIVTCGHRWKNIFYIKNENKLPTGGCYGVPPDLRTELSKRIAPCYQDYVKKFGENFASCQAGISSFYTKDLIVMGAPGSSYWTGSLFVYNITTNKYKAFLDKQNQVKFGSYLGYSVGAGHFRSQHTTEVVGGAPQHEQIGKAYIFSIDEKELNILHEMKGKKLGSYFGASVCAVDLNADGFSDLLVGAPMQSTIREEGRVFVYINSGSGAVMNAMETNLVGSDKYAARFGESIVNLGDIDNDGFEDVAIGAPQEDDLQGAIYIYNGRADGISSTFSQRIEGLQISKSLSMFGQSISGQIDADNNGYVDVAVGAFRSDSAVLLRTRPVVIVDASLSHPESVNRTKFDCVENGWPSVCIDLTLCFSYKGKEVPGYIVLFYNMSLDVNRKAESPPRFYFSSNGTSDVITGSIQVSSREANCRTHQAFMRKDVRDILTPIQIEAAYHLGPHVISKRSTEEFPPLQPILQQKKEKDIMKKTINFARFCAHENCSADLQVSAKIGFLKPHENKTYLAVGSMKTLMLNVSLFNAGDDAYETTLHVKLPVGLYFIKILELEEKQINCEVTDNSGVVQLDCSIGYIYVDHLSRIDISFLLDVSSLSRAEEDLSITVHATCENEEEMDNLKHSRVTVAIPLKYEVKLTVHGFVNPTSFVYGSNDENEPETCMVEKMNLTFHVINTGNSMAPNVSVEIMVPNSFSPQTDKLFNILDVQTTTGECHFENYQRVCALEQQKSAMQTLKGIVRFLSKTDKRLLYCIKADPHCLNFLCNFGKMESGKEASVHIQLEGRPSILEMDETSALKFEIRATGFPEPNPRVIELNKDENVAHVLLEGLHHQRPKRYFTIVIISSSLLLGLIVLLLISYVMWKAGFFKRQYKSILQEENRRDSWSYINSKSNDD
# GLD-1 RNA inh – GLD-1-TGE RNA interaction inhibition (C. elegans). Q17339. purified GLD-1 + fluorescein TGE RNA, fluorescence polarization. inhibition, % at 5.96 µM. 320,000 tested, 0.44% active. AID 2280;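 active = percent inhibition above a per-plate cutoff, the plate mean of test compounds plus 3 SD, cut at about 30% in these data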;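 note: 0% = DMSO wells with GLD-1 and probe and 100% = wells lacking GLD-1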
# GRK2 aptamer HTS – inhibitors of human GRK2 displacing RNA aptamer. P25098. bead flow cytometry, FAM-aptamer displacement from GRK2. inhibition of aptamer binding, % at 10 µM. 330,000 tested, 0.59% active;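 active = inhibition of aptamer binding above 40%, roughly 3 SD of noise, on plates passing a quality check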;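 note: median bead fluorescence of bound FAM aptamer so fluorescent compounds give negative values; no value below 0 was filed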
# Bcl-xL primary – inhibitors of human Bcl-xL; inhibition, % at 10.9 µM; 320,000 tested, 0.7% active; GST-Bcl-xL / FITC-Bim BH3 peptide fluorescence polarization; Q07817; AID 2129;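 active = inhibition above the mean of all tested compounds plus 3 SD, cutoff set per campaign, cut at about 30% in these data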;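 note: 0% = DMSO wells and 100% = unlabeled Bim-BH3 peptide competitor; inhibitors lower millipolarization by displacing the labeled peptide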
# Starred values were filed as active, the others as inactive; u = inconclusive; x = no result given.
SMILES,AGP1-GFP MLPCN,Yeast superoxide,CIT2 TOR yeast,MCL1 BIM primary,MEX-5 binding,VLA-4 inh,GLD-1 RNA inh,GRK2 aptamer HTS,Bcl-xL primary
CN(C)c1nc(OCCOC(=O)COc2ccc(Cl)cc2Cl)nc(N(C)C)n1,92,102,86,2,1.0,4,3,6,0
CC1CC(C)CN(C(=O)CNS(=O)(=O)c2ccc(Br)s2)C1 (centres undefined),102,110,93,8,-0.3,3,3,0,6
CCOP(=O)(OCC)C(NC(=O)Nc1ccc(C)c(Cl)c1)c1ccccc1 (centres undefined),95,105,97,5,-0.3,4,7,0,0
N#Cc1ccccc1NC(=O)CSc1cn[nH]n1,106,101,116,7,2.3,-4,1,0,3
O=C(C1CCCO1)N(c1cccc(Cl)c1)C1C=CS(=O)(=O)C1 (centres undefined),100,100,98,0,1.0,6,0,0,4
CC(NC(=O)c1ccc(-c2ccccc2)cc1)C(c1ccccc1)N1CCOCC1 (centres undefined),105,89,103,-2,x,41,-1,3,-3
COc1ccccc1C(=O)NNC(=O)C(=O)NC(C)C,103,105,102,3,-1.2,3,1,1,3
Cc1ccccc1C(=O)Nc1ccccc1N1CCCCC1,97,96,101,10,-2.1,2,8,8,6
CCOC(=O)n1c(=O)oc2cc(S(=O)(=O)N3CCCCC3)ccc21,87,122,91,1,0.6,4,3,0,0
Cc1cc(CNC(=O)c2cc(COc3c(F)cccc3F)on2)nn1C,96,94,94,7,1.0,10,-1,0,4
Cc1ccc(N)cc1NC(=O)CN1CCOCC1,88,101,89,5,-0.2,15,5,2,1
CC(=O)Nc1ccc(C(=O)NCCN2CCOCC2)cc1,104,105,100,-2,0.6,4,-1,0,1
COC(C)(C)[C@H](O)COc1c2ccoc2cc2oc(=O)ccc12,91,114,84,1,1.6,6,6,1,0
Cc1ccc(S(=O)(=O)Nc2cccc(C(=O)NCC(c3ccco3)N(C)C)c2)cc1F (centres undefined),105,93,105,9,2.2,6,12,0,5
O=C(CSc1ncn[nH]1)Nc1nc(-c2ccccc2)cs1,x,102,85,6,2.9,13,9,4,3
Cc1sc2ccccc2[n+]1CC(=O)c1ccccc1,98,94,96,6,0.5,-8,-7,7,13
CCOc1ccc(-c2cc(C(=O)N/N=C/c3ccc(O)cc3)c3ccccc3n2)cc1,x,92,x,-2,0.0,13,5,1,4
COc1ccccc1NC(=O)Cc1cccc2ccccc12,90,97,91,-3,1.0,1,13,x,2
Cc1cc(C)c(OCC(=O)N(Cc2cccs2)C2CCS(=O)(=O)C2)c(C)c1 (centres undefined),102,99,99,8,2.7,2,3,0,0
Cc1ccccc1C(=O)NCCOc1ccccc1Cl,90,102,93,8,-2.0,10,2,1,-1
Cc1nc(NC(=O)COC(=O)C(C)NC(=O)c2ccccc2)c(Cl)cc1Cl (centres undefined),89,82,80,1,x,-11,4,2,8
Cc1cccc(N2CCN(C(=O)c3cc(S(=O)(=O)N4CCCC4)cn3C)CC2)c1C,97,92,100,6,1.2,-23,0,2,3
O=C1CCc2cc(S(=O)(=O)N3CCN(Cc4ccc5c(c4)OCO5)CC3)ccc2N1,99,89,96,5,-0.3,2,3,1,3
O=C(c1ccc(Br)o1)N1CCN=C1SCc1cccc(F)c1,99,105,91,1,u,44,-1,3,-2
C=CCNC(=S)NNC(=O)c1cccn(Cc2ccc(Cl)c(Cl)c2)c1=O,98,121,97,0,0.9,8,1,0,2
CC(C)CCN1CCNC(=O)C1CC(=O)Nc1ccc(F)cc1 (centres undefined),91,97,90,10,-2.9,-2,3,0,3
CN(Cc1ccccc1)C(=O)CNC(=O)Cn1cnc2ccccc2c1=O,x,94,106,-1,-1.9,-8,1,0,6
COc1cc(CC(=O)NCc2ccccn2)cc(OC)c1OC,86,100,87,0,1.8,5,6,0,-1
O=C(NC1CCN(S(=O)(=O)c2cccc(F)c2)CC1)c1cccc(F)c1,94,106,103,x,-1.0,-2,x,1,x
COc1cc(O)sc1C=Nc1ccc(Cl)cc1,103,90,107,9,-4.9,-3,10,0,4
COc1ccc(C(=O)NC(C)c2ccccc2)cc1Br (centres undefined),95,97,81,1,1.6,3,-4,0,-3
COc1ccc(N2CCN(CCNC(=O)CCN3C(=O)COc4ccccc43)CC2)cc1,97,98,99,2,-1.8,-10,5,0,6
CCN(CC)CCNC(=O)/C(=C/c1cn(CC)c2ccccc12)NC(=O)c1cc(OC)c(OC)c(OC)c1,96,70,103,-1,-3.9,-6,-4,0,0
O=C(NC1CC1)c1cccc2c1C(=O)c1ccc(N3CCC(Cc4ccccc4)CC3)cc1S2(=O)=O,106,108,112,x,x,-340,45*,73*,x
COc1ccc2nc(NC(=O)c3cccs3)sc2c1,105,106,93,11,-3.0,-3,5,0,7
CCOC(=O)C1CCN(C(=O)c2ccc(Cl)c(Cl)c2)CC1,84,109,84,8,x,14,5,0,1
O=C(NCc1ccc2c(c1)OCO2)NC12CC3CC(CC(C3)C1)C2,102,104,100,6,-2.5,3,2,0,5
CC(OC(=O)CCCCCN=C1NS(=O)(=O)c2ccccc21)C(=O)Nc1cc(Cl)cc(Cl)c1 (centres undefined),100,94,100,4,-0.9,9,0,0,-2
Cc1ccc(Cn2c(C(C)Nc3nc(-c4ccc(F)cc4)cs3)nc3cc(Cl)c(Cl)cc32)cc1 (centres undefined),99,107,95,7,-1.9,-20,2,4,3
O=C1CN(C(=O)COC(=O)c2cccs2)c2ccccc2N1,106,104,105,7,x,3,1,0,5
COCCNC(=O)/C(C#N)=C/c1cc(C(C)C)c(OC)cc1C,88,99,85,2,-0.5,7,-8,2,6
COc1ccc(OC)c(S(N)(=O)=O)c1,98,110,95,0,-0.1,5,-4,3,0
O=C(N/N=C\c1ccc(OC(=O)c2ccco2)cc1)c1ccc(Cl)cc1,99,94,96,-10,0.6,-8,6,5,-4
CC(=O)c1cc2c(=O)c3cc(C)ccc3oc2nc1C,u,101,u,4,2.7,-1,1,0,2
COc1ccc(OC)c(C(=O)c2ccccc2)c1,104,84,92,4,-1.4,16,0,0,3
COc1ccc(-c2ccc(NS(=O)(=O)c3cccc([N+](=O)[O-])c3)cc2)nn1,101,104,97,6,-2.2,9,2,0,14
COc1ccc(C(NC(=O)C(C)C)c2c(O)ccc3ccccc23)cc1 (centres undefined),87,116,94,0,-0.5,15,3,0,-4
CCN(CC)S(=O)(=O)c1ccc(NC(=O)c2cnccn2)cc1,101,106,106,1,0.5,2,4,2,1
FC(F)(F)c1cnc(C(c2ccccn2)c2ncn[nH]2)c(Cl)c1 (centres undefined),94,97,96,8,4.1,5,-3,0,0
CCSc1nc2ccccc2c(=O)n1C1CCOC(C)(C)C1 (centres undefined),104,113,84,9,0.0,1,2,1,6
# More structures
SMILES,AGP1-GFP MLPCN,Yeast superoxide,CIT2 TOR yeast,MCL1 BIM primary,MEX-5 binding,VLA-4 inh,GLD-1 RNA inh,GRK2 aptamer HTS,Bcl-xL primary
Cc1c(NC(=O)CCSc2ccc(Cl)cc2)c(=O)n(-c2ccccc2)n1C,99,86,119,-3,1.4,7,1,2,0
CCc1ccc(C(C)NC(=O)C2(C)CC2(Br)Br)cc1 (centres undefined),88,103,91,3,0.7,2,6,2,1
COC(=O)c1ccc(C(=O)OC)c(NC(=O)CN(c2ccc3c(c2)OCO3)S(C)(=O)=O)c1,99,107,105,8,0.0,-4,4,2,5
Cc1nc2cc(NC(=O)Nc3ccc(N4CCOCC4)cc3)ccc2n1C,89,115,95,6,-0.3,3,2,27,-1
Cc1cc(Br)ccc1NC(=O)CNC(=O)Cc1ccc(S(=O)(=O)N2CCOCC2)s1,103,111,98,-9,-3.3,1,0,0,-6
Cc1ccc(NC(=O)CN2C(=O)NC3(CCCC3)C2=O)nc1,106,80,99,7,1.2,3,3,0,1
CCOC(=O)c1c(C)nc2ccc(Cl)cc2c1-c1ccccc1,94,62*,97,-5,-3.4,-2,-11,1,-2
CCCc1nnc(NC(=O)CSc2nc3ccccc3[nH]2)s1,106,93,105,-6,-3.0,13,-3,1,-3
CCOC(=O)C(Cc1ccccc1)NC(=O)CNC(C)=O (centres undefined),101,84,106,5,3.7,5,10,1,4
COc1cccc(C(=O)N2N=C(c3ccccn3)CC2(O)C(F)(F)F)c1 (centres undefined),101,101,91,7,-0.1,12,1,3,1
CCOC(=O)c1cc(-c2ccccc2)nn1CC1CC(c2cccc([N+](=O)[O-])c2)=NO1 (centres undefined),97,102,88,-2,-0.5,0,0,7,4
CCCC(=O)N1CCN(c2nc3ccccc3s2)CC1,89,74,92,4,2.2,1,-3,0,5
CCCCC[C@@H]1C=C(C(=O)O)[C@H](c2cccc(C)c2)N1S(=O)(=O)c1ccc(C)cc1,86,92,88,x,x,22,4,0,x
CCOC(=O)COc1ccc(C(=O)CC)cc1OC,100,102,101,7,-2.7,-1,8,2,3
COCCCNC(=O)Cn1nc(-c2cccc(OC)c2)ccc1=O,108,103,105,9,0.1,5,3,0,5
CCN(C(C)=O)c1nc(CSc2nnc(NC(C)C)s2)cs1,108,104,109,5,1.4,10,4,0,0
Cc1occc1C(=O)N(C)CC1CCCN(CCc2ccccc2F)C1 (centres undefined),107,80,112,-14,0.3,12,-16,2,-4
COc1cc(OC)cc(-c2cc(NC(C)=O)n[nH]2)c1,102,100,102,2,1.5,-14,1,1,2
Cc1ccc(Nc2nc(-c3ccccc3)c(CC(=O)O)s2)cc1,97,99,96,-44,1.5,-20,-38,1,-30
S=C(NCCc1ccccc1)NC1CCCCCC1,101,92,105,0,-0.2,13,-4,0,1
C=CCOC(=O)C1=C(C)N=C2SCCC(=O)N2C1c1cccs1 (centres undefined),111,96,96,5,-2.2,13,3,0,6
O=S1(=O)CCN(C(CO)c2ccccc2)CC1 (centres undefined),77,101,86,0,0.6,-28,2,15,5
COc1ccccc1OC(C)C(=O)Nc1ccc2c(c1)OCCO2 (centres undefined),91,104,92,-1,0.8,4,12,2,0
Cc1ccc(/C=C/C(=O)OCC(=O)NC(=O)NCc2ccccc2)cc1,108,101,99,2,x,-1,-4,2,2
CCOC(=O)C1CCCN(C2=NC(=O)/C(=C/c3ccc(O)c(OC)c3)S2)C1 (centres undefined),97,112,101,-27,-1.2,-360,-99,2,-17
Clc1ccccc1-c1nnc2n1-c1ccccc1SC2,113,94,105,-2,3.9,-5,-10,0,-1
CC(=O)Nc1nonc1NC(=O)c1ccc(F)cc1,102,102,102,7,-1.7,9,-4,0,8
Clc1ccc(Cc2noc(-c3cccs3)n2)cc1,101,111,96,9,-1.4,-2,7,3,5
CCOC(=O)c1ccc(NC(=O)c2c(C)[nH]c(C(=O)OCC)c2C)cc1,95,96,89,7,-1.7,22,4,2,1

# As entered above:
# Under AGP1-GFP MLPCN, C=CCOC(=O)C1=C(C)N=C2SCCC(=O)N2C1c1cccs1 (centres undefined) has the entry 111
# Under Yeast superoxide, Clc1ccccc1-c1nnc2n1-c1ccccc1SC2 has the entry 94

# Compound activity from PubChem.
